# Tn6 DDE FP: inhibitors of Tn6 peptide binding to human fibrin DD(E); Fibrin DD(E) TRITC-Tn6 fluorescence polarization displacement; actives 0.21% (n = 370,000); inhibition, % at 8.3 µM;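 active means inhibition above a per-campaign cutoff: mean of compounds within control limits plus 3 SD, cut at about 15% in these data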;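 further: 0% = median of all compound wells on the plate and 100% = blocking peptide control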
# Target sequence (P02675 whole entry, looked up): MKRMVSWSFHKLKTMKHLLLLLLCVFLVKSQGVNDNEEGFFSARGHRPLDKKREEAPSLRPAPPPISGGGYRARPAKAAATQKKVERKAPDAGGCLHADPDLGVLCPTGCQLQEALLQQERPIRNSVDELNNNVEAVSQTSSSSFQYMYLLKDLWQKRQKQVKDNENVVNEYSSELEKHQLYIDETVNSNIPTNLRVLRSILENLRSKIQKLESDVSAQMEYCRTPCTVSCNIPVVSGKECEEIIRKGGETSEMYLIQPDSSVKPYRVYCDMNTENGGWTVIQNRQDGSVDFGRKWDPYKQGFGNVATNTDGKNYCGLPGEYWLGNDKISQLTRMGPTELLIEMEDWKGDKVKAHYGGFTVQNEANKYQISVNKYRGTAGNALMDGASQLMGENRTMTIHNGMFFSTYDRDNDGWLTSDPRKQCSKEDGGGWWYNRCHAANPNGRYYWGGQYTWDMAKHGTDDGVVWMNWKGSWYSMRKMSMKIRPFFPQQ
# ARFGAP1 inh: inhibitors of rat ARFGAP1; Q62848; Arfgap1-stimulated ARF1 GTP hydrolysis, GDP FP detection; inhibition, % at 16.5 µM; actives 0.26% (n = 360,000); AID 651572;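 active means inhibition above a per-plate limit, mean inhibition of low control wells plus 3 SD, cut at about 25% in these data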;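 further: 0% = DMSO wells with enzyme and 100% = wells lacking Arfgap1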
#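 Material – truncated rat Arfgap1 GAP domain · Buffer or medium – HEPES-based buffer, pH 7.5 · Reagent – human ARF1(Δ1-17)-GTP substrate · Dosing – 16.5 µM single point, 1.26% DMSO · Schedule – GTP hydrolysis reaction 2 h at 25 °C · Technique – GDP detection by fluorescence polarization · Benchmarks – No-Arfgap1 wells (100%) versus DMSO full-reaction wells (0%) · Repeats – single replicate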
# KLK7 zymogen act: activates the human kallikrein-7 zymogen; P49862; purified proKLK7, EDANS-DABCYL substrate fluorescence; 100% is mature enzyme control, 0% vehicle; activation, % at 7 µM; actives 0.9% (n = 370,000);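 active means activation above the mean of all tested compounds plus 3 SD, computed per campaign excluding outliers beyond control limits, cut at about 13% in these data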
# HGIII-sPLA2 inh: Blocks human group III sPLA2 activity | actives 0.56% (n = 370,000) | AID 743126 | QFRET BODIPY PC-A2 liposome hydrolysis, fluorescence | inhibition, % at 12.2 µM;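 active means inhibition above mean plus 3 SD of compounds lying within the high and low control bounds, cut at about 19% in these data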;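 further: 0% = median of test compound wells and 100% = no enzyme DMSO wells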
# ASAP1 GAP inh: blocks human ASAP1-stimulated Arf1 GTP hydrolysis; GDP FP detection; inhibition, % at 16.5 µM; actives 0.19% (n = 360,000); AID 624377; in the data active means inhibition above about 25%;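 further: 0% = vehicle with enzyme and substrate and 100% = no enzyme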
# Target sequence (Q9ULH1 325-724 limits assumed): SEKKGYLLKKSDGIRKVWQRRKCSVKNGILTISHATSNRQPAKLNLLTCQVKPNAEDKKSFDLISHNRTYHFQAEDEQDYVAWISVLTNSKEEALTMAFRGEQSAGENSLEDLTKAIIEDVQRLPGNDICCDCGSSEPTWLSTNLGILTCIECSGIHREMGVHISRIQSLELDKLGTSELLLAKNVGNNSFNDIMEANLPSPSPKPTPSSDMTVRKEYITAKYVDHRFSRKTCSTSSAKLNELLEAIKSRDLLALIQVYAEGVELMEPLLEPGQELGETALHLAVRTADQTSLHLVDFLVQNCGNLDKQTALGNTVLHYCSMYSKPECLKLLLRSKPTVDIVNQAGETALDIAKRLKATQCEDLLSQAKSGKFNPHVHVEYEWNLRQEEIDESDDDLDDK
# Tn7 DDE FP: DD(E)-Tn7 binding inhibition, primary FP screen; FP displacement of FITC-Tn7 peptide from fibrin DD(E); 0% = median of compound wells per plate; inhibition, % at 8.3 µM; actives 0.13% (n = 370,000);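 active means inhibition above the mean of compounds falling within the control limits plus 3 SD of them, cut at about 14% in these data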;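 further: 0% = plate median of compound wells and 100% = 10 µM Aha-Tn7 peptide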
#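 Assay system: Human clot-derived fibrin DD(E) complex | Buffer or medium: Tris/NaCl/CaCl2 buffer, pH 7.8 | Repeats: One replicate per compound | Benchmarks: Aha-Tn7 high control | Measure: % inhibition scaled between sample-field median and high-control FP | Schedule: 10 min plus 3 h, room temperature | Signal: Fluorescence polarization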
# NR1D1 modulator: modulates human Rev-erb alpha binding to DNA. Rev-erbα–FITC-DNA binding, fluorescence polarization, 90 min. activity, % at 10 µM. actives 0.79% (n = 370,000);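 active means activity above about 14%, limit read from the data; passing the limit was not always enough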;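 further: 0% = DMSO wells with 35 nM protein and 100% = DMSO wells with 750 nM protein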
# PLC-beta3 inh: blocks human PLC-beta3 enzyme activity. Purified PLC-beta3, fluorogenic substrate, fluorescence. inhibition, % at 12.2 µM. actives 0.18% (n = 370,000). AID 720704; in the data active means inhibition above about 11%;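 further: 0% = median of compound wells on plate and 100% = full blocker control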
# PLCg1 inh: PLC-gamma1 (human) inhibition, primary screen; purified PLC-gamma1, fluorogenic substrate, fluorescence; AID 720700; P19174; inhibition, % at 12.2 µM; actives 0.84% (n = 370,000); in the data active means inhibition above about 9.5%
# UHRF1 MBD2 ctr: human UHRF1 methylated DNA binding inhibitors | Q96T88 | UHRF1 binding to methylated oligo, TR-FRET | inhibition, % at 4.4 µM | actives 0.75% (n = 370,000) | AID 687016; in the data active means inhibition above about 21%;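 further: UHRF1 SRA domain binding a hemimethylated CpG hairpin DNA probe; 0% = median of test compound wells and 100% = reference inhibitor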
# Numbers without * were called inactive.
SMILES,Tn6 DDE FP,ARFGAP1 inh,KLK7 zymogen act,HGIII-sPLA2 inh,ASAP1 GAP inh,Tn7 DDE FP,NR1D1 modulator,PLC-beta3 inh,PLCg1 inh,UHRF1 MBD2 ctr
CCN(CCN(C)C)C(=O)c1ccc2nc(C)c(N(C)C(=O)CCc3ccccc3)n2c1,-4,0,-1.6,2,-9,3,6,-3,-3,-1
CCCCC(=O)N=c1sc2cc([N+](=O)[O-])ccc2n1C,-4,-1,-0.1,4,9,-2,3,-2,1,1
Cc1ccc2oc(=O)c3cnn(CC(=O)N(Cc4ccco4)C4CCCCC4)c3c2c1,-8,-8,0.2,-4,-5,0,-5,2,1,0
COc1cc(C(=O)NC2CC3CCCC(C2)N3CC(=O)Nc2ccccc2)cc(OC)c1OC (centres undefined),1,-4,0.0,-10,-1,1,2,3,6,-2
Cc1ccc(C(=O)c2ncc[nH]2)cc1,1,10,-0.5,0,10,-7,1,9,4,-2
CCC1(CC)C(=O)C2=C3C1[C@H](C(=O)OC)C=C(C(=O)OC)C[C@H]3n1c(=O)n(C)c(=O)n1[C@H]2C (some centres undefined),4,-1,0.7,-1,9,-7,-3,2,0,0
Cc1c(NC(=S)Nc2ccccc2)c(=O)n(-c2ccccc2)n1C,-2,-1,-0.1,-2,-4,-1,0,4,4,-4
CC(NC(=O)CSc1nnnn1C1CC1)c1ccccc1Br (centres undefined),3,0,0.1,1,1,2,5,-12,6,-2
CCOc1ccccc1NC(=O)c1ccc2ccccc2c1,6,2,0.5,-3,11,-5,-11,-2,5,-4
Cc1cc(NC(=O)CSc2nc3c(sc4ccccc43)c(=O)n2CCCN2CCOCC2)n[nH]1,11,-12,0.0,3,16,3,-4,-2,-2,4
COc1ccc(N2C(=NC(=O)c3ccccc3)SC3CS(=O)(=O)CC32)cc1 (centres undefined),3,-5,0.4,-11,-10,5,4,-22,-13,1
COc1ccc(C(CC(=O)O)N2Cc3ccccc3C2=O)cc1OC (centres undefined),-5,12,-0.2,-2,-5,-4,0,1,3,0
O=C(OCC(=O)N1CCCCC1)c1c[nH]c(=O)[nH]c1=O,3,10,0.0,2,-14,8,5,-1,-1,1
Cc1ccc(C)c(NC(=O)C2(C)CCN2C(C)C)c1 (centres undefined),0,13,-0.1,-3,-1,3,7,6,3,1
CCCCCc1nnc(NC(=O)OCCC)s1,2,3,-0.1,0,2,7,0,2,5,-3
COc1ccc(-c2nc(CN3CCC(C(=O)N4CCOCC4)CC3)c(C)o2)c(OC)c1,1,0,-0.5,-4,1,-5,2,-15,-10,1
O=C(OCCN=C1NS(=O)(=O)c2ccccc21)C1CC(=O)N(c2ccc3ccccc3c2)C1 (centres undefined),0,-10,0.5,-4,0,1,-7,-7,8,2
O=C(c1ccc2c(c1)[nH]c(=S)n1c3ccccc3nc21)N1CCN(c2cccc(Cl)c2)CC1,-2,1,0.0,-2,-2,-1,2,-16,-9,0
Cc1ccc(S(=O)(=O)N(C)c2c(C)ccc(S(=O)(=O)N3CCN(C)CC3)c2C)cc1,-5,2,0.7,3,7,2,4,2,0,8
O=C(NCCCN1CCOCC1)c1cc(-c2ccccc2)nc2ccccc12,-7,5,-0.3,2,-2,-2,6,-2,-6,-5
CCCOc1ccc(/C=C/C(=O)O)cc1OC,0,8,0.2,3,16,2,0,-3,-3,1
O=C(Nc1nc2c(Cl)cccc2s1)c1ccc([N+](=O)[O-])o1,-3,8,0.5,13,12,-6,-10,-4,-1,2
CC(=O)c1ccc(NC(=O)CN2CCN(CC(=O)Nc3ccc(C(C)=O)cc3)CC2)cc1,7,9,-0.1,5,13,-3,-3,-3,-2,-1
COc1ccc(/C(N)=N/OC(=O)C2CCCCC2)cc1,3,3,0.1,6,7,-6,-2,-11,-6,-2
O=c1c2ccccc2nc2sc(Nc3ccc(F)cc3)nn12,1,23,-0.3,4,7,-4,100*,-1,0,0
CCOc1ccc2nc(SCC(=O)NCc3ccc(OC)cc3)[nH]c2c1,5,11,0.3,-7,-10,-2,1,-3,1,-3
COc1ccc(NC(=O)C(=O)NNC(=O)c2ccc(Cl)cc2Cl)cc1,-8,4,0.0,6,-5,-6,7,-6,2,1
CC1CCN(c2ccccc2NC(=S)NC(=O)c2ccc(-c3cccc([N+](=O)[O-])c3)o2)CC1,-8,-13,-0.2,-3,1,3,4,3,1,-3
Cc1nc2ccc(S(=O)(=O)NCC(=O)O)cc2s1,11,1,-0.5,0,10,3,-3,-3,1,-1
CCOC(=O)OCC(=O)C1(O)CCC2C3CCC4=CC(=O)CCC4(C)C3C(O)CC21C (centres undefined),0,10,-0.1,-1,-1,-3,-1,3,6,0
COc1ccc(NS(=O)(=O)c2cccc(C(=O)NN=C(C)c3ccco3)c2)cc1,-3,-9,-0.6,-12,0,-6,3,-4,-1,2
Cc1ccc(S(=O)(=O)NCC(=O)OCC(=O)Nc2ccccc2OC(F)F)cc1,4,-8,-0.1,0,2,-2,-2,1,0,0
CCN(CC)C(=O)c1ccc(NS(=O)(=O)c2ccc(/C=C/C(=O)O)cc2)cc1,-2,4,0.0,1,7,1,-3,-3,1,0
O=C(c1ccccc1)c1c[nH]c(C(=O)NNc2cccc(Cl)n2)c1,-11,-4,0.3,9,0,2,4,-1,2,-2
CCN(CC)S(=O)(=O)c1ccc(C(=O)NCc2ccc(C)cc2)cc1,1,-6,0.3,-9,-1,2,0,-5,-2,-1
CCOc1ccc(N2C(=O)CC(N3CCN(C(=O)CN4CCCC4)CC3)C2=O)cc1 (centres undefined),1,14,-0.4,-3,22,-10,0,3,5,2
N#Cc1nc(Cc2ccccc2)oc1NCc1ccccc1,-8,9,0.9,-9,16,3,-3,4,5,0
Cc1nnsc1C(=O)NNC(=O)c1cccc2ccccc12,9,-5,-0.7,9,-9,4,-3,-9,3,0
O=c1ccc(-c2ccc(S(=O)(=O)N3CCCCC3)o2)n[nH]1,6,-18,0.8,-2,-14,14*,-5,-19,-7,-2
O=C(COc1cccc(Cl)c1Cl)NC1CC1,-7,-3,0.0,15,-3,2,-1,-3,3,4
COCCN(C(=O)CC1C(=O)NCCN1CC(c1ccccc1)c1ccccc1)C(C)C (centres undefined),2,4,0.8,4,12,-1,1,-14,-4,-1
O=C(C1CC1)N1CCc2cc(S(=O)(=O)NCCCN3CCCCC3)ccc21,-2,-9,0.9,8,16,3,8,2,0,1
CCCC(=O)N1N=C(c2ccccc2)CC1c1cn(C)c2ccccc12 (centres undefined),-2,-2,-0.6,-21,5,1,7,-30,-24,-1
CC(C)C(=O)Nc1nc2c(c(=O)[nH]1)CCCC2,-9,12,-0.2,-1,-2,5,-5,3,-4,1
COC(=O)C1=C(C)NC2=C(C(=O)CCC2)C1c1ccc(-c2ccsc2C(=O)OC)o1 (centres undefined),2,-7,-14,-12,0,10,-3,-131,-85,-2
C[C@@H]1CN([C@@H](C)CO)C(=O)c2ccccc2-c2ccccc2CO[C@@H]1CN(C)Cc1ccc(Cl)c(Cl)c1,-2,-10,-0.7,-12,15,3,8,1,3,-2
CSc1ccc(CN(C)CC(=O)Nc2c(F)cccc2F)cc1,-2,1,-0.2,-2,1,3,0,1,-1,0
CC(=O)N(Cc1cccc(Br)c1)c1ccc(N2CCOCC2)c(Cl)c1,-1,4,0.2,-3,-7,3,1,-8,0,-4
CCCCn1c(SCC(=O)Nc2nnc(CC)s2)nc2c1c(=O)n(C)c(=O)n2C,3,-7,-0.1,3,3,3,-6,3,-2,-1

# Of the compounds above, 8 contain an NH in an aromatic ring.
SMILES,Tn6 DDE FP,ARFGAP1 inh,KLK7 zymogen act,HGIII-sPLA2 inh,ASAP1 GAP inh,Tn7 DDE FP,NR1D1 modulator,PLC-beta3 inh,PLCg1 inh,UHRF1 MBD2 ctr
Cc1ccc(C(=O)c2ncc[nH]2)cc1,1,10,-0.5,0,10,-7,1,9,4,-2
Cc1cc(NC(=O)CSc2nc3c(sc4ccccc43)c(=O)n2CCCN2CCOCC2)n[nH]1,11,-12,0.0,3,16,3,-4,-2,-2,4
O=C(OCC(=O)N1CCCCC1)c1c[nH]c(=O)[nH]c1=O,3,10,0.0,2,-14,8,5,-1,-1,1
O=C(c1ccc2c(c1)[nH]c(=S)n1c3ccccc3nc21)N1CCN(c2cccc(Cl)c2)CC1,-2,1,0.0,-2,-2,-1,2,-16,-9,0
CCOc1ccc2nc(SCC(=O)NCc3ccc(OC)cc3)[nH]c2c1,5,11,0.3,-7,-10,-2,1,-3,1,-3
O=C(c1ccccc1)c1c[nH]c(C(=O)NNc2cccc(Cl)n2)c1,-11,-4,0.3,9,0,2,4,-1,2,-2
O=c1ccc(-c2ccc(S(=O)(=O)N3CCCCC3)o2)n[nH]1,6,-18,0.8,-2,-14,14*,-5,-19,-7,-2
CC(C)C(=O)Nc1nc2c(c(=O)[nH]1)CCCC2,-9,12,-0.2,-1,-2,5,-5,3,-4,1

# Screening results as filed in PubChem BioAssay.
